# Source: PubChem (several laboratories)
# Rv3671c inh = Rv3671c serine protease inhibitors, primary screen, biochemical, fluorescence polarization, M. tuberculosis H37Rv; 0.048% of 320,000 active; P9WHR9; inhibition, % at 5.96 µM; in the data active = inhibition above about 38%;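 note: extracellular domain of Rv3671c used as enzyme; 0% = enzyme with DMSO and 100% = no enzyme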
# BH1578 lux ind = inducers of Vibrio cholerae quorum light production without autoinducers, primary screen, BH1578 luxS cqsA deficient, single point; V. cholerae BH1578 lux reporter, luminescence, 6 h; activation, % at 18.7 µM; 0.16% of 350,000 active; in the data active = activation mostly above about 9.7%, no sharp cut-off; note: not every result past the cut was called active; inactives centre near 0; reference of the scale not given here
# Mtb UGM inh = M. tuberculosis UGM enzyme inhibitors, primary screen, biochemical, fluorescence polarization, single point; purified UGM, fluorescence polarization probe displacement; inhibition, % at 10 µM; 0.06% of 320,000 active; AID 504406, 2011; in the data active = inhibition above about 10%, passing the limit was not always enough
# BioA inh = M. tuberculosis BioA enzyme inhibitors, primary screen, biochemical, plate reader, single point, HTS | 7,8-diaminopelargonic acid synthase BioA (Mycobacterium tuberculosis) | AID 602481, 2012 | 0.096% of 360,000 active | purified M. tuberculosis BioA enzyme | inhibition, % at 9.99 µM; in the data active = inhibition above about 40%
# 3CLpro inhibitor = SARS-CoV 3CLpro protease inhibitors, primary screen, biochemical, quenched FRET; Replicase polyprotein 1ab (Severe acute respiratory syndrome coronavirus), P0C6X7; recombinant SARS-CoV 3CLpro, quenched FRET peptide cleavage; inhibition, % at 6 µM; 0.14% of 290,000 active; AID 1706, 2009; in the data active = inhibition above about 12%
# DUSP3 inh = VHR1 phosphatase inhibitors, primary screen, biochemical, absorbance, uHTS | recombinant VHR phosphatase, pNPP absorbance | inhibition, % at 13.3 µM | 0.52% of 290,000 active | AID 1654, 2009; in the data active = inhibition above about 50%; note: some compounds called inactive have numbers as strong as hits
# Target sequence (P51452 whole entry, looked up): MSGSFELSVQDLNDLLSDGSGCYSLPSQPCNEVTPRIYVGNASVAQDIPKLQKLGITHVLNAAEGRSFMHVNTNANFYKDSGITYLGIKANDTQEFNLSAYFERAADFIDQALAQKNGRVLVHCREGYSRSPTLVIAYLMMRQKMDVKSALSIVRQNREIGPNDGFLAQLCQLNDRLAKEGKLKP
# Mtb FBA inh = Mtb FBA enzyme inhibitors, primary screen, biochemical, fluorescence, strain H37Rv | Fructose-bisphosphate aldolase (Mycobacterium tuberculosis (strain ATCC 25618 / H37Rv)), … | purified M. tuberculosis FBA, fluorescence read-out | inhibition, % at 1 µM | 2.3% of 360,000 active | AID 588726, 2011; in the data active = inhibition above about 27%;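 note: 0% = vehicle and 100% = reference inhibitor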
# Target sequence (P9WQA3 whole entry, looked up): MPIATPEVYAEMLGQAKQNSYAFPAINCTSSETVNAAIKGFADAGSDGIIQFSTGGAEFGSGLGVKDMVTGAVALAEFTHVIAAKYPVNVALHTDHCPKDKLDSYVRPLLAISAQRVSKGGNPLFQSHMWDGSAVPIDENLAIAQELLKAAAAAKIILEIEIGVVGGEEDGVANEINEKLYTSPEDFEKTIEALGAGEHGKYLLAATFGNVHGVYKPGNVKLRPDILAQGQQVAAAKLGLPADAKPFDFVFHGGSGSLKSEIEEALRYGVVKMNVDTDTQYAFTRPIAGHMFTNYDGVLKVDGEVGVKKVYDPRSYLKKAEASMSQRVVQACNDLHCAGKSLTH
# MazEF act = activators of E. coli MazEF toxin-antitoxin RNase, primary screen, biochemical, fluorescence, uHTS. FAM/BHQ RNA-DNA oligo cleavage fluorescence, 5 h. activation, % at 20 µM. 0.32% of 350,000 active. AID 504720, 2011; in the data active = activation above about 50%
# Target sequence (P0AE70 whole entry, looked up): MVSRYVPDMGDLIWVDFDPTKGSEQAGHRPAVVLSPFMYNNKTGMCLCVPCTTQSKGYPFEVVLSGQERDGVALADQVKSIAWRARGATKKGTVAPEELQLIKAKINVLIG
# GDH-TPI inh = GDH-TPI coupling enzyme inhibitors, primary screen, artefact control for M. tuberculosis FBA inhibitor project, biochemical, absorbance, full deck; 1.2% of 360,000 active; AID 588335, 2011; inhibition, % at 4.8 µM; GDH-TPI coupled enzyme counterscreen, NADH absorbance; in the data active = inhibition above about 30%;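 note: 0% = DMSO wells and 100% = wells lacking the enzyme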
# PriA SSB inh = inhibitors of Klebsiella pneumoniae PriA binding to SSB C-terminal tail, primary screen, biochemical, AlphaScreen. 0.6% of 430,000 active. AID 1272365, 2023. AlphaScreen SSBct-PriA binding, biotinylated peptide. inhibition, % at 33 µM; in the data active = inhibition mostly above about 37%, no sharp cut-off; inactive = mostly below about 20%;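 note: plate controls were negative control peptide for no effect and reference peptide for full effect; strong numbers were not always called active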
# Numbers without * were called inactive; i = inactive; / = no result given; + = active, no number; & = joins results of further samples.
# The line under a structure holds: Rv3671c inh	BH1578 lux ind	Mtb UGM inh	BioA inh	3CLpro inhibitor	DUSP3 inh	Mtb FBA inh	MazEF act	GDH-TPI inh	PriA SSB inh
- COc1cccc(C2NC(=S)NC(C)=C2C(=O)c2ccccc2)c1OC (centres undefined)
→ 3	-0.6	2.5	/	4	-16	-2	0	25	-4
- COc1cccc(NC(=O)C(C)Oc2ccccc2)c1 (centres undefined)
→ 2	i	0.8	-1.1	-2	19	1	4	5	-28
- COc1ccc(Nc2ccncc2[N+](=O)[O-])cc1
→ 8	0.0	-0.1	/	-1	16	-6	7	-3	-1
- COc1ccc(NC(=O)C2(C)CCN2Cc2ccc(OC(C)C)cc2)cc1OC (centres undefined)
→ /	-0.7	/	1.9	/	/	-1	/	1	/
- Cc1ccc(CN2C3=NCCCN3c3ccccc32)cc1
→ -3	i	0.0	-0.1	-7	8	0	-4	-3	-12
- Cc1cc[n+](-c2[nH]c(=O)sc2/C=N/N=C(\[O-])c2ccccc2)cc1
→ 10	-0.1	-2.2	-1.6	-5	-3	-1	-19	28	/
- CCOC(=O)/C(=N\Nc1ccccc1)N1CC1
→ 6	-0.5	1.1	/	5	-2	2	8	12	/
- Cc1ccccc1NC(=O)c1nnn(-c2ccc3c(c2)OCCO3)c1N
→ 1	i	3.3	-1.9	-1	-4	4	11	6	-24
- O=C(COC(=O)Cc1cccs1)Nc1ccccc1Cl
→ 2	-0.4	1.6	/	-1	26	-3	5	-1	-10
- Cc1ccc2c(C(=O)CN3CCC4(CC3)OCCO4)c(C)[nH]c2c1
→ -17	-0.2	0.8	0.5	4	10	5	1	2	-5
- COC(=O)C1CC2=C(CCC2=O)N(c2ccccc2)C1=O (centres undefined)
→ /	1.4	/	-0.1	/	/	4	3	-4	-5
- COC(=O)c1[nH]c2c(c1C)C(=O)CC(c1cc(OC)c(OC)c(OC)c1)C2 (centres undefined)
→ -11	i	5.4	6.6	-2	52*	0	3	4	-5
- OCc1cn(-c2ccccc2)nc1-c1cc2ccccc2o1
→ -10	-0.3	4.6	-1.6	3	-8	16	9	6	1
- COC(=O)c1nn(-c2ccccc2)c(-c2ccccc2)c1C(=O)c1ccccc1
→ -5	i	0.6	-1.9	1	31	-3	3	6	1
- CCC1Cc2c(nc(N)c3c(N)nc(N4CCOCC4)c(C#N)c23)O1 (centres undefined)
→ -3	i	0.1	/	0	7	37*	9	20	-6
- CC(C)(C)c1ccc(OCC(=O)NN2Cc3ccccc3C2=N)cc1
→ 2	i	-2.3	/	0	23	-3	-9	-3	-26
- CN(C(=O)c1cccc(NC(=O)Cc2ccc(NC(=O)C3CCN(S(=O)(=O)c4cccc([N+](=O)[O-])c4)CC3)cc2)c1)C1CCCCC1
→ /	i	/	1.7	/	/	-2	-3	-9	-15
- CN(C(=O)COC(=O)c1cc(S(=O)(=O)N2CCOCC2)ccc1F)C1CCS(=O)(=O)C1 (centres undefined)
→ 4	i	-3.1	/	/	/	-2	4	-11	1
- CC(=O)Oc1cc2oc(=O)cc(C)c2cc1Cl
→ -6	-0.3	1.6	-0.9	5	25	+	-11	11	2
- CCc1noc(C)c1C(=O)N1CCN(S(=O)(=O)c2ccc(Cl)s2)CC1
→ 6	-1.1	-2.8	0.6	/	/	0	1	7	-5
- Cc1ccc2nc(C)c3c(c2c1)N(c1ccc(F)cc1)CC3
→ -3	-0.4	-1.6	7.7	-2	-16	4	8	8	-12
- Cc1ccc(NS(=O)(=O)c2ccc3c(c2)NC(=O)CO3)cc1
→ -1	i	-3.9	-1.4	1	19	-5	10	18	2
- O=C(O)c1ccc(COc2c(F)c(F)c(F)c(F)c2F)o1
→ -1	i	-0.1	/	0	31	-1	4	-8	-10
- Cc1ccc(-c2nnc3c4ccccc4c(C)nn23)cc1S(=O)(=O)N1CCN(C)CC1
→ 0	i	-2.5	-1.2	-2	/	0	7	7	-17
- CCOc1ccc(NC(=O)Nc2nc(SCC)ns2)cc1
→ -4	-0.2	2.4	0.0	0	-14	4	5	8	-7
- O=C(NCCN1C(=O)S/C(=C\c2cccnc2)C1=O)c1ccc(S(=O)(=O)N2CCCC2)cc1
→ -8	-0.3	1.0	-0.9	3	13	6	-6	29	-6
- COc1ccc(OC)c(Cc2nnc(CCC(=O)NCc3nc4ccccc4s3)o2)c1
→ 0	-5.6	0.2	0.0	0	7	-3	-6	-1	-7
- COCCNC(=O)COc1ccc(C)cc1C(=O)c1cc(C#N)c(=O)n(C2CC2)c1
→ -1	-0.1	-0.9	/	-2	17	-4	11	11	-12
- COc1cccc(NS(=O)(=O)c2cc(C)ccc2OC)c1
→ 2	i	-0.2	0.8	3	-1	3	-13	-3	-1
- Cc1ccc(-c2noc(C3CCCN(C(=O)c4cccc(Cl)c4)C3)n2)o1 (centres undefined)
→ -7	-0.6	0.4	-0.8	5	3	-2	-21	1	-4

# Fetched one by one from the entries so far:
# The line under a structure holds: Rv3671c inh	BH1578 lux ind	Mtb UGM inh	BioA inh	3CLpro inhibitor	DUSP3 inh	Mtb FBA inh	MazEF act	GDH-TPI inh	PriA SSB inh
- COc1cccc(NS(=O)(=O)c2cc(C)ccc2OC)c1
→ 2	i	-0.2	0.8	3	-1	3	-13	-3	-1
- CCc1noc(C)c1C(=O)N1CCN(S(=O)(=O)c2ccc(Cl)s2)CC1
→ 6	-1.1	-2.8	0.6	/	/	0	1	7	-5

# The results go on:
# The line under a structure holds: Rv3671c inh	BH1578 lux ind	Mtb UGM inh	BioA inh	3CLpro inhibitor	DUSP3 inh	Mtb FBA inh	MazEF act	GDH-TPI inh	PriA SSB inh
- CCN(CC)c1ccc(N=Cc2c(O)n(CCc3ccc(OC)c(OC)c3)c(=O)[nH]c2=O)cc1
→ -3	-0.3	-3.4	/	2	-26	1	-462	10	-5
- Cc1ccc(NCc2nnc(SCC(=O)c3ccc4c(c3)OCCO4)o2)c(C)c1
→ -1	-0.5	1.0	-0.9	-9	13	0	52*	7	-1
- O=C(O)CCCCn1c(SCc2ccccc2Cl)nc2ccsc2c1=O
→ /	/	/	/	5	2	5	-4	5	-14
- CC(C)Sc1ncnc2[nH]ncc12
→ /	i	/	2.1	/	/	3	-2	3	-4
- COc1cc(/C=N/N2CCN(c3ccccc3OC)CC2)ccc1OC(C)=O
→ -2	-0.5	0.0	-0.3	1	-4	0	-2	6	/
- O=C(CCS(=O)(=O)c1ccccc1)Nc1nc2cc3c(cc2s1)OCO3
→ -8	-0.3	0.6	/	-1	-7	3	-3	12	-6
- COc1cc2c(cc1OC)CN(C(=O)C(C)(C)C)CC2
→ 5	i	-1.1	-1.7	1	11	0	2	-11	-12
- C=CCN(c1ccccc1OC)S(=O)(=O)c1cccc(C(=O)OCC(=O)c2c[nH]c3ccccc23)c1
→ -168	-2.7	0.6	/	7	-1	-2	-10	9	13
- C=CCn1c(O)c(C(CC)=NCCC2=CCCCC2)c(=O)[nH]c1=O
→ 0	-0.7	3.5	4.0	-2	10	0	1	2	-8
- CCCC(=O)N(CCN1CCOCC1)c1nc2c(OC)ccc(OC)c2s1
→ -3	-0.3	1.1	-0.9	-3	11	0	14	-1	1&-1
- CN(C)CCN1C(=O)C(O)=C(C(=O)c2cc3ccccc3o2)C1c1cccc(Br)c1 (centres undefined)
→ -4	i	1.9	-2.1	1	1	-1	-14	4	8
- CCOc1cc(C2C(C#N)=C(N)Oc3n[nH]c(-c4ccncc4)c32)cc([N+](=O)[O-])c1O (centres undefined)
→ -5	i	1.4	/	2	-5	-6	6	-1	-8
- COc1ccc[nH]c1=O
→ 2	i	1.9	-2.1	-6	7	2	-1	0	-11
- CCCNC(=O)c1ccc(SC)cc1OC
→ 1	i	1.7	-0.4	-1	-2	0	0	18	-4
- CC[C@@H](C)[C@H](NC(=O)OC(C)(C)C)c1nnc(S(=O)(=O)Cc2cc(C)ccc2C)o1
→ -8	i	1.0	-0.2	-1	4	0	-2	12	-37

# In a second layout: six of the compounds above.
SMILES,Rv3671c inh,BH1578 lux ind,Mtb UGM inh,BioA inh,3CLpro inhibitor,DUSP3 inh,Mtb FBA inh,MazEF act,GDH-TPI inh,PriA SSB inh
Cc1ccc(NCc2nnc(SCC(=O)c3ccc4c(c3)OCCO4)o2)c(C)c1,-1,-0.5,1.0,-0.9,-9,13,0,52*,7,-1
C=CCn1c(O)c(C(CC)=NCCC2=CCCCC2)c(=O)[nH]c1=O,0,-0.7,3.5,4.0,-2,10,0,1,2,-8
CCCNC(=O)c1ccc(SC)cc1OC,1,i,1.7,-0.4,-1,-2,0,0,18,-4
O=C(CCS(=O)(=O)c1ccccc1)Nc1nc2cc3c(cc2s1)OCO3,-8,-0.3,0.6,/,-1,-7,3,-3,12,-6
COc1ccc[nH]c1=O,2,i,1.9,-2.1,-6,7,2,-1,0,-11
CC[C@@H](C)[C@H](NC(=O)OC(C)(C)C)c1nnc(S(=O)(=O)Cc2cc(C)ccc2C)o1,-8,i,1.0,-0.2,-1,4,0,-2,12,-37

# More structures follow.
# The line under a structure holds: Rv3671c inh	BH1578 lux ind	Mtb UGM inh	BioA inh	3CLpro inhibitor	DUSP3 inh	Mtb FBA inh	MazEF act	GDH-TPI inh	PriA SSB inh
- O=C(COc1ccccc1)OCc1cc(-c2ccco2)on1
→ 0	-0.4	-0.1	0.3	/	/	5	-5	11	-14
- Cc1cccc(-n2ccnc2SCC(=O)O)c1C
→ 4	-0.4	-1.1	-1.1	2	-2	-1	-3	-2	-13
- CCc1ccc(NC(=O)CNCc2ccc(OC)c(OC)c2)cc1
→ -5	i	-0.2	-1.0	-3	2	-4	10	0	-2
- CC12CCC=CC1=C(C=O)C1C2CCC2(C)C(O)CCC12 (centres undefined)
→ /	-0.8	/	-1.7	/	/	3	7	14	-5
- CC(C)c1ccc(S(=O)(=O)N2CCN(CCC(=O)Nc3ccc(N(C)C)cc3)CC2)cc1
→ /	i	/	0.4	-1	21	5	11	-8	27
- O=C(c1ccc(Br)cc1)N1CCCC1
→ 8	1.9	-2.0	3.5	-5	-17	-3	2	1	-6
- CC(C)CC(=O)Nc1ccc(Cc2ccncc2)cc1
→ 0	i	-1.3	-0.1	1	49	1	-3	0	-8

# Only part of the results is shown; rates above refer to the full screens.
